# Assay outcomes deposited in PubChem by National Center for Advancing Translational Sciences (NCATS).
# POLI inh: qHTS for Inhibitors of Polymerase Iota | DNA polymerase iota (Homo sapiens), Q9UNA4 | Pol iota fluorescent replication assay, 10 min | Potency, µM (titrated, usually from 115 µM), for inactives: at the top dose activity, negative = inhibition, usual class: inhibitors | actives 1% (n = 390,000) | AID 588590, 2011; further: potency means the concentration at half of the fitted maximal effect
#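 Fluorescent replication assay read twice, at 0 min and 10 min after adding 50 nM (final) substrate. Enzyme (10 nM) and compounds were first incubated 15 min at room temperature; enzyme-free buffer wells were negative controls.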
# GRP78 ERSR act: qHTS for Inducers of the Endoplasmic Reticulum Stress Response (ERSR) in Human Glioma: qHTS | Potency, µM, without a hit: top-dose activation, usual class: activators | U87-MG GRP78 promoter luciferase reporter, 16 h | actives 0.02% (n = 420,000); further: potency means the concentration at half of the fitted maximal effect; series mostly up to about 76 µM; % of control where 0% means no effect; nearly all actives have a fitted effect of over 35% in size
#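 Stably transfected U87-MG human glioma cells carrying a GRP78-based luminescent sensor were seeded at 1000 cells/well, pin-dosed with compounds and incubated 16 h. Luciferase reagent was then added, and end-point luminescence was read after 10 min at room temperature.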
# BLM helicase inh: qHTS Assay for Inhibitors of Bloom's syndrome helicase (BLM); actives 0.2% (n = 350,000); Potency, µM (series often up to 56.1 µM), for the others: at the highest dose activity change, negative = inhibition, usual class: inhibitors; RecQ-like DNA helicase BLM (Homo sapiens), P54132; recombinant BLM DNA unwinding, fluorescence dequenching;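 further: potency means the concentration at half of the fitted maximal effect; plate controls were vehicle for no effect and no enzyme for full effect; nearly all actives have a fitted effect of over 35% in size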
# Pol kappa inh: qHTS for Inhibitors of Polymerase Kappa | DNA polymerase kappa (Homo sapiens), Q9UBT6 | purified Pol kappa, fluorescent DNA synthesis assay, 10 min | Potency, µM (doses to about 107 µM), for inactives: at the highest dose activity, negative = inhibition, hits mostly inhibitors | actives 0.53% (n = 400,000) | AID 588579, 2011; further: potency means the concentration at half of the fitted maximal effect; on the % scale 0 is the no-effect control and ±100 the full control effect
# Target sequence (Q9UBT6 whole entry, looked up): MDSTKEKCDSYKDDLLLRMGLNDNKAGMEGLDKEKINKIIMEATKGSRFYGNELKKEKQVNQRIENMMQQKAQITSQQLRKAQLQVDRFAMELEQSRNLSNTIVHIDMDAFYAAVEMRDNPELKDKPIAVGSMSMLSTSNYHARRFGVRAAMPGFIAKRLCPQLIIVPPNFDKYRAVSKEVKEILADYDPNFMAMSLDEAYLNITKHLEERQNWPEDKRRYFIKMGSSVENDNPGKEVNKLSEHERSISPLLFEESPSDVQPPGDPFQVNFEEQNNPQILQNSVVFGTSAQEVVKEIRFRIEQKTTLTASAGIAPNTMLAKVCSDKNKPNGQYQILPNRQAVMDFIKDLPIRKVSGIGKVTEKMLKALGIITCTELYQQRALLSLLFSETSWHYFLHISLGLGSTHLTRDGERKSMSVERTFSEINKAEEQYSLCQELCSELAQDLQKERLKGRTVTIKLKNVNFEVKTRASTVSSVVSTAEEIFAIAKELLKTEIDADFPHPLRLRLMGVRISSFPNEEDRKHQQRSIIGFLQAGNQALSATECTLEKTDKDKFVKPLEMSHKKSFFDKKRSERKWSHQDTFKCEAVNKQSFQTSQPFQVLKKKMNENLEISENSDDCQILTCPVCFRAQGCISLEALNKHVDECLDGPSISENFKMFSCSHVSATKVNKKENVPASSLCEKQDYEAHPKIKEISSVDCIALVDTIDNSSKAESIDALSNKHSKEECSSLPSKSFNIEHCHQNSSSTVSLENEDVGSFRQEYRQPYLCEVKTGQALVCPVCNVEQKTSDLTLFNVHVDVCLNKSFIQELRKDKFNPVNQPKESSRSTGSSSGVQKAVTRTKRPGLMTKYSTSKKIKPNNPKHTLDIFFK
#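 Activity was followed as the change in fluorescence between reads at 0 and 10 min after starting the reaction with 50 nM substrate. Beforehand, 10 nM polymerase had been preincubated with compound for 15 min at room temperature.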
# APEX1 inh: qHTS Assay for Inhibitors of the Human Apurinic/apyrimidinic Endonuclease 1 (APE1) | recombinant APE1, TAMRA/BHQ-2 abasic DNA cleavage fluorescence | Potency, µM (doses to about 65.8 µM), for the others: at the highest dose activity change, negative = inhibition, actives largely listed as inhibitors | actives 0.35% (n = 350,000);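 further: potency means the concentration at half of the fitted maximal effect; plate controls were vehicle for no effect and reference inhibitor for full effect; nearly all actives have a fitted effect of over 55% in size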
#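 Endonuclease cleavage of a quenched abasic-site DNA duplex (50 nM) by APE1 (0.75 nM) was tracked by TAMRA dequenching. Compounds were preincubated with enzyme 15 min at room temperature; data normalized to buffer-only and DMSO wells plus NSC13755 control.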
# Pol beta inh: qHTS Assay for Inhibitors of DNA Polymerase Beta; P06746; actives 1.3% (n = 340,000); Potency, µM (highest dose often 114 µM), inactives show at the highest dose activity change, negative = inhibition, most hits filed as inhibitors; Pol beta primer extension/strand displacement, fluorescence kinetic; further: potency means the concentration at half of the fitted maximal effect; on the % scale 0 is the no-effect control and ±100 the full control effect
#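 Kinetic readout of DNA synthesis with strand displacement by Pol beta. Compound and 10 nM enzyme sit 15 min at room temperature; 50 nM substrate starts the reaction, read immediately and at 10 min.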
# Pol eta inh: qHTS for Inhibitors of Polymerase Eta | DNA polymerase eta (Homo sapiens), Q9Y253 | recombinant Pol eta, fluorescent DNA replication assay | Potency, µM (doses to about 114 µM), for the others: at the highest dose activity change, negative = inhibition, usual class: inhibitors | actives 1.2% (n = 390,000) | AID 588591, 2011; further: potency means the concentration at half of the fitted maximal effect; on the % scale 0 is the no-effect control and ±100 the full control effect
#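 Pol eta at 10 nM preincubated with compounds 15 min at room temperature; reaction started with fluorescent substrate (50 nM final) and read kinetically at 0 and 10 min.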
# LDHA block: qHTS assay for inhibitors of human lactate dehydrogenase; actives 0.15% (n = 480,000); activity change, % (values are at about 110 or 230 µM); L-lactate dehydrogenase A chain (Homo sapiens), P00338; AID 1347041, 2019; purified LDHA, NADH/diaphorase-resazurin fluorescence; hits give low values; in the data active means activity change below about -30%; inconclusive means mostly about -25% to -30%;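 further: plate controls were DMSO wells for no effect and wells without enzyme for full effect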
#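 Enzyme activity of human lactate dehydrogenase 5 (2 nM; 0.06 mM NADH, 0.2 mM pyruvate, 5 min, RT) is measured via a resazurin/diaphorase fluorescence readout of residual NADH.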
# Anesthetic bind: qHTS Assay for Identification of Novel General Anesthetics; apoferritin/1-aminoanthracene competitive binding, fluorescence; Potency, µM (series often up to 77.5 µM), without a hit: at the highest dose activity change, negative = displacement, hits mostly inhibitors; actives 0.074% (n = 350,000); further: potency means the concentration at half of the fitted maximal effect; on the % scale 0 is the no-effect control and ±100 the full control effect; nearly all actives have a fitted effect of over 20% in size
# Target sequence (P02791 2-175 limits assumed): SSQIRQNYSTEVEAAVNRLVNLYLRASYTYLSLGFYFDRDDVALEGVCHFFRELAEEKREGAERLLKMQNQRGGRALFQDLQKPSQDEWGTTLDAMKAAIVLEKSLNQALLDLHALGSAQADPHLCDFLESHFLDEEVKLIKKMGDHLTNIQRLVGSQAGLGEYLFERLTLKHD
#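 10 uM apoferritin + 50% sat. 1-AMA, PBS; cpd 10 min RT; Ex380/Em535 endpoint; normalized to free probe vs complex; 4-param Hill fit; propofol titration as pos. ctrl.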
# * = called active by the depositor; ? = inconclusive; · = no result given; & = joins results of further samples; [ ] = remark or other dose. Unless noted, the call rests on the fitted dose curve; in most records, active means well fitted curve in the direction sought with a large enough effect; inconclusive means small, poorly fitted or top-dose-only effect, or another doubt; inactive means no such curve, though single readings can be large; an effect the other way counts as inactive or inconclusive.
(1) CCOC(=O)c1sc(NC(=O)c2ccncc2)c(C#N)c1C
(2) CCOc1ccccc1NC(=O)COC(=O)c1nc2nccc(C)n2n1
(3) CC(=O)Nc1ccc(S(=O)(=O)c2cc(O)ccc2O)cc1
(4) CCN(CC)CCC(c1ccc(N(C)C)cc1)c1c(OC)cc(OC)c2c1OC(=O)CC2c1ccc(N(C)C)cc1 (configuration not stated)
(5) COc1ccc2c(COC(=O)CCS(=O)(=O)c3ccccc3)cc(=O)oc2c1
(6) Cc1ccc(S(=O)(=O)N2CCN(C(=O)c3ccc(COc4ccccc4)o3)CC2)cc1
(7) CC(C)CNC(=O)CN(C)S(=O)(=O)c1ccc(F)cc1
(8) CCc1nnc2c(N3CCN(c4cccc(C(F)(F)F)c4)CC3)nc3ccccc3n12
assay / compound	1	2	3	4	5	6	7	8
POLI inh	31%[activator]	28%	?	1%	·	-3%	88%[activator]	11%
GRP78 ERSR act	3%	-5%	-1%	-1%	·	-4%	-3%	-3%
BLM helicase inh	-10%	·	-7%	2%	-3%	·	5%	-7%
Pol kappa inh	-6%	8%	?	5%	·	-3%	-13%	-7%
APEX1 inh	11%	16%	6%	-5%	8%	-5%	1%	·
Pol beta inh	8%	·	17%	·	?	·	28%	-21%
Pol eta inh	?	-17%	-7%	·	·	-7%	-3%	-12%
LDHA block	0	-7	2	·	·	-8	-5	-11
Anesthetic bind	-1%	·	-2%	-8%	-15%	·	-2%	-5%

# In another format: results already given.
entry	Molecule	POLI inh	GRP78 ERSR act	BLM helicase inh	Pol kappa inh	APEX1 inh	Pol beta inh	Pol eta inh	LDHA block	Anesthetic bind
4	CCN(CC)CCC(c1ccc(N(C)C)cc1)c1c(OC)cc(OC)c2c1OC(=O)CC2c1ccc(N(C)C)cc1 (configuration not stated)	1%	-1%	2%	5%	-5%	·	·	·	-8%
5	COc1ccc2c(COC(=O)CCS(=O)(=O)c3ccccc3)cc(=O)oc2c1	·	·	-3%	·	8%	?	·	·	-15%
6	Cc1ccc(S(=O)(=O)N2CCN(C(=O)c3ccc(COc4ccccc4)o3)CC2)cc1	-3%	-4%	·	-3%	-5%	·	-7%	-8	·
7	CC(C)CNC(=O)CN(C)S(=O)(=O)c1ccc(F)cc1	88%[activator]	-3%	5%	-13%	1%	28%	-3%	-5	-2%
8	CCc1nnc2c(N3CCN(c4cccc(C(F)(F)F)c4)CC3)nc3ccccc3n12	11%	-3%	-7%	-7%	·	-21%	-12%	-11	-5%

# Further records follow.
(9) Cc1ccc(C(=O)Nc2ccc3ncccc3c2)cc1
(10) Cc1ccc(S(=O)(=O)CCC(=O)OCC(=O)c2cc(C)n(C)c2C)cc1
(11) COc1cccc2c3c(c(=O)[nH]c12)CC(C)(C)O3
(12) COc1ccc(/C=C/C(=O)OCC(=O)c2ccc[nH]2)cc1
(13) COc1ccc(C(=O)OCCCN(C)C)cc1OC
(14) COc1ccc(NC(=O)c2cc(N3C(=O)C4C5CCC(C5)C4C3=O)ccc2Cl)c(OC)c1 (configuration not stated)
(15) CCCCN1C(=O)CCC(C(=O)O)C1c1ccc([N+](=O)[O-])cc1 (configuration not stated)
(16) Cc1ccc(C)c(N2CCN(C(=O)C(CC(C)C)NS(=O)(=O)c3ccc4nc(C)sc4c3)CC2)c1 (configuration not stated)
assay / compound	9	10	11	12	13	14	15	16
POLI inh	38%[activator]	-26%	12%	5%	9%	11%	-8%	31%[activator]
GRP78 ERSR act	-17%	3%	3%	0%	-6%	-2%	-3%	-3%
BLM helicase inh	-2%	·	·	·	2%	-4%	-3%	-9%
Pol kappa inh	12%	-2%	-4%	0%	-10%	-21%	-10%	-5%
APEX1 inh	6%	-8%	·	-2%	5%	13%	51%[activator]	·
Pol beta inh	34%[activator]	·	·	·	15%	28%	-1%	0%
Pol eta inh	-14%	-21%	-6%	-1%	-15%	-17%	1%	-22%
LDHA block	5	-10	2	-2	-9	0	-6	1
Anesthetic bind	3%	·	·	·	-6%	-5%	21%	54%[activator]

(17) O=C(OCc1nnc(-c2ccccc2)o1)c1cc(=O)c2ccccc2o1
(18) COc1ccccc1N1C(=O)CSC1=NC(=O)c1ccccc1
(19) Cc1csc(C(C#N)C(=O)c2cc3ccccc3o2)n1 (configuration not stated)
(20) Cc1ccc(S(=O)(=O)N2CC[C@@H]2C(=O)O)cc1
(21) O=C(NCCCN1CCOCC1)c1ccccc1-c1ccccc1
(22) CC(=O)c1c(C)[nH]c(C(=O)N2CCCC(C)C2)c1C (configuration not stated)
(23) Cc1ccc(C(=O)N2CCN(c3ccccc3F)CC2)cc1NC(=O)c1nsc2ccccc12
(24) O=C(Nc1nnc(C2CC2)s1)c1cc(S(=O)(=O)N2CCN(c3ccccc3)CC2)ccc1Cl
assay / compound	17	18	19	20	21	22	23	24
POLI inh	0%	?	52%[activator]	?	1%	24%	-6%	-14%
GRP78 ERSR act	4%	-2%	2%	-2%	-1%	-1%	-2%	2%
BLM helicase inh	-6%	-4%	-12%	·	0%	-3%	-9%	-6%
Pol kappa inh	-14%	-2%	-6%	-7%	-13%	0%	-9%[60.1 µM]	-7%
APEX1 inh	?	?	0%	·	3%	20%	·	-3%
Pol beta inh	38%	16%	4%	·	-20%	-2%	-26%	13%
Pol eta inh	-10%	-4%	-14%	-18%	0%	-8%	-2%	-14%
LDHA block	0	-1	-16	2	0	-2	-8	0
Anesthetic bind	-16%	-2%	-23%	·	16%	5%	-11%	-15%

(25) Cc1ccc(C)c(Cn2nc(-c3ccccc3)ccc2=O)c1
(26) COc1ccc(C(=O)N(CC2CCCO2)C(C(=O)NC2CCCC2)c2ccc(Cl)cc2)cc1OC (configuration not stated)
(27) COc1cccc(-c2sc3ccc(OC)cc3c2-c2ccc(OCCN(C)C)cc2)c1
(28) O=C(O)c1ccc(F)c(S(=O)(=O)Nc2ccccc2Cl)c1
(29) Cc1cc(OCC(=O)NCc2ccncc2)c2c(C)cc(=O)oc2c1
(30) c1ccc2nc(N3CCCC3)c(N3CCCCC3)nc2c1
(31) CCCCCC(=O)Nc1ccc2ccccc2c1
(32) Cc1c(C(=O)N(Cc2ccccc2)Cc2cccnc2)cnn1-c1ccc(F)cc1
assay / compound	25	26	27	28	29	30	31	32
POLI inh	5%	2%	-21%	5%	53%[activator]	95%[activator]	1%	62%[activator]
GRP78 ERSR act	-3%	-2%	-10%	-4%	-5%	-4%	10%	-5%
BLM helicase inh	-9%	3%	·	3%	3%	·	-3%	-3%
Pol kappa inh	0%	-1%	-1%	-4%	12%	-7%	-17%	-6%
APEX1 inh	-5%	-1%	-8%	2%	83%[activator]	·	-4%	4%
Pol beta inh	-1%	3%	·	-23%	-9%	·	30%	-25%
Pol eta inh	-24%	-15%	-16%	6%	-13%	-20%	-15%	-13%
LDHA block	-4	-2	1	-5	-1&2	0	20	1
Anesthetic bind	2%	-10%	·	-1%	5%	·	-15%	-18%

(33) CCOc1ncccc1C(=O)Nc1cccc(-c2nnc3n2CCCCC3)c1
(34) CCCCC(=O)Nc1ccc(C(=O)Nc2cc(C(F)(F)F)ccc2Cl)cc1
(35) CCc1ccc(OCc2nnc(NC(=O)c3cccs3)s2)cc1
(36) COc1cc(Cl)ccc1NC(=S)N(CCN1CCOCC1)C1CCN(C(C)=O)CC1
(37) O=c1n(Cc2ccc(Cl)cc2)nc2n1-c1ccccc1OC2
(38) CCc1nn(C(C)C(=O)NCc2cccc(Cl)c2)c(=O)c2cc3occc3n12 (configuration not stated)
(39) C/C(=N\NC(=O)Cc1cccc2ccccc12)c1ccncc1
(40) COc1ccc2sc(SCCCS(=O)(=O)O)[n+](CCCS(=O)(=O)[O-])c2c1
assay / compound	33	34	35	36	37	38	39	40
POLI inh	-23%	14%	17%	44%[activator]	8%	9%	15%	?
GRP78 ERSR act	-6%	-1%	-5%	-1%	1%	-6%	-2%	-4%
BLM helicase inh	-6%	1%	-8%	0%	-12%	-1%	-2%	0%
Pol kappa inh	1%	-5%	-19%	11%	-39%	-18%	0%	3%
APEX1 inh	5%	2%	0%	-1%	·	-4%	-5%	4%
Pol beta inh	34%	-15%	-2%	1%	1%	-26%	11%	1%
Pol eta inh	-10%	-7%	-6%	-2%	-10%	-8%	-8%	-6%
LDHA block	-18	-6	-7	1	4	-6	1	-6
Anesthetic bind	-6%	0%	-14%	-8%	-6%	-9%	-19%	6%

(41) O=C(CCl)NC(Cc1ccccc1)C(=O)OCC(=O)c1ccc(-c2ccccc2)cc1 (configuration not stated)
(42) O=C1SC(SC(=Nc2ccccc2)Nc2ccccc2)C(=O)N1c1ccccc1 (configuration not stated)
(43) Cc1ccc(C(=O)/C=C/Nc2ccc3c(c2)OCO3)cc1
(44) CCCc1nnc(SCC(=O)Nc2nc(C)cs2)n1CCOC
(45) Nc1cc(=O)[nH]c(=O)n1CCc1ccccc1
(46) Cc1nc2ccccc2n1CC(O)COc1ccc(Br)cc1 (configuration not stated)
(47) Cc1cc(C(=O)OCC(=O)Nc2cc(S(=O)(=O)N3CCOCC3)ccc2Cl)c(C)o1
assay / compound	41	42	43	44	45	46	47
POLI inh	8%	10%&-2%	12%	-14%	-2%	46%[activator]	?
GRP78 ERSR act	-2%	2%&7%	0%	4%	1%	-9%	-1%
BLM helicase inh	·	-10%	0%	-1%	2%	-5%	-8%
Pol kappa inh	-9%	-3%&-10%	1%	-11%	-7%	-17%	-19%
APEX1 inh	·	5%	-5%	-1%	11%	3%	-4%
Pol beta inh	·	4%	0%	5%	60%	?	?
Pol eta inh	?	-22%&-17%	-15%	-9%	5%	-13%	3%
LDHA block	-11	-2&1	8	-6	2	-7	2
Anesthetic bind	·	-10%	-21%	1%	-9%	-6%	-22%

# A portion of the library. The share of hits here may be higher or lower than overall.
